TNAP activators: stimulation of alkaline phosphatase TNAP activity – biochemical, luminescent, no phosphate acceptor, uHTS, primary screen (AID 1001). purified TNAP, luminescent activation assay, no phosphate acceptor; higher activation fold means a stronger effect. activation fold at 20 µM, or EC50 in µM where a hit was titrated. 200,000 compounds, 0.03% hits; in the data active = activation fold from about 3, or a potency from the dose series; inactive = the rest, 99 in 100 with activation fold below about 1.6; note: many of its hits are not listed in these tables
Yfh1-off respiration: mitochondrial function rescue without frataxin homolog – Friedreich's ataxia, plus single-dose screen, dose response (AID 1465) | S. cerevisiae Yfh1-off respiration, WST-1 reduction, 72 h; higher fold induction means a stronger effect | fold induction at 50 µM, or EC50 in µM where a hit was titrated | 220,000 compounds, 0.074% hits;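 active = fold induction of absorbance versus untreated yeast above a set limit, then at least 30% activation at any dose in follow-up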;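 note: activators that raise dye reduction in frataxin-depleted yeast; strong numbers were not always called active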
LYP inhibition: inhibitors of LYP phosphatase, biochemical, fluorescence intensity, uHTS (AID 1779). recombinant LYP phosphatase, fluorescence intensity; higher % means a stronger effect. 290,000 compounds, 0.054% hits. inhibition, % at 11.5 µM, or IC50 in µM where a hit was titrated;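 note: plate controls were vehicle with enzyme for no effect and no enzyme for full effect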
PMI inhibitors: MPI enzyme activity inhibition – biochemical, fluorescence intensity, coupled assay, primary screen (AID 1209); purified PMI enzyme, coupled fluorescence intensity; higher % means a stronger effect; inhibition, % at 20 µM, or IC50 in µM where a hit was titrated; 190,000 compounds, 0.42% hits;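 note: plate controls were DMSO vehicle for no effect and wells lacking substrate for full effect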
P. falciparum M1AAP: malaria alanyl aminopeptidase activity blockers – biochemical, fluorogenic H-Leu-NHMec substrate, 1536-well (AID 1445). inhibition, % at 30 µM, or IC50 in µM where a hit was titrated. 220,000 compounds, 0.42% hits. recombinant M1AAP, H-Leu-NHMec fluorogenic kinetic assay; higher % means a stronger effect;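 active = primary inhibition above the hit cutoff, then over 50% inhibition at one or more dose response concentrations, cut at about 23% in these data, passing the limit was not always enough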;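 note: plate controls were DMSO full reaction for no effect and no enzyme background for full effect; strong numbers were not always called active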
WT yeast gro inh: growth inhibition of WT yeast, mitochondrial fusion screen; 190,000 compounds, 2.1% hits; AID 1362; inhibition, % at 10 µM; mitochondrial fusion phenotypic screen, WT strain; in the data active = inhibition above about 58%; tested in S. cerevisiae
P. falciparum M17LAP: P. falciparum M17LAP inhibitors, primary screen, biochemical, fluorogenic H-Leu-NHMec substrate, 1536-well (AID 1619); recombinant M17LAP, H-Leu-NHMec fluorogenic kinetic assay; higher % means a stronger effect; inhibition, % at 30 µM; hits with a dose series show IC50 in µM; 220,000 compounds, 0.38% hits;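 active = compound inhibiting the enzyme by more than half at any dose during confirmatory dose-response retesting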;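 note: plate controls were full reaction with DMSO carrier for no effect and no enzyme background for full effect; strong numbers were not always called active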
XIAP displacement: small molecules displacing peptide from XIAP – biochemical, IAP family, fluorescence polarization (AID 1018); XIAP BIR domain, fluorescence polarization peptide displacement; higher % means a stronger effect; 200,000 compounds, 0.007% hits; one-dose displacement, % at 20 µM; IC50 in µM for titrated hits; in the data active = displacement above about 50%; note: a part of the inactive calls stands beside numbers as strong as those of hits
PMI inhibition: human PMI inhibitors, high substrate, primary screen, biochemical, fluorescence intensity, high mannose 6-phosphate (AID 1220) | 190,000 compounds, 0.66% hits | inhibition, % at 20 µM, or IC50 in µM where a hit was titrated | recombinant PMI enzyme, coupled fluorescence intensity; higher % means a stronger effect
WT yeast gro inh mutant strain: also measured in WT yeast gro inh; calls as there; inhibition, %; mitochondrial fusion phenotypic screen, mutant strain inhibition
Numbers without * were called inactive; i = inactive; . = no result given. Cut-off read from the data, not from the text of the source, unless noted: active = inhibition above about 50%; inactive = the rest.

SMILES	TNAP activators	Yfh1-off respiration	LYP inhibition	PMI inhibitors	P. falciparum M1AAP	WT yeast gro inh	WT yeast gro inh mutant strain	P. falciparum M17LAP	XIAP displacement	PMI inhibition
COc1ccc(/C=N/NC(=O)CC(=O)NCc2cccnc2)cc1	1.1	i	-4%	-2%	8%	8	0	3%	-10%	4%
CC(=O)N1CCCc2cc(S(=O)(=O)CCC(=O)N3CCN(c4cccc(C)c4)C(C)C3)ccc21 (stereo not given)	1.1	.	-6%	14%	9%	2	-3	2%	-4.9%	23%
Cc1ccc(S(=O)(=O)CCC(=O)N2CCc3ccccc32)cc1	1.1	.	-2%	1%	0%	10	19	4%	-2.6%	-1%
CC(NC(=O)CSc1nc2c(cc1C#N)CN(C)CC2)c1ccccc1 (stereo not given)	1	i	-5%	-46%	7%	-8	3	4%	-1.8%	-35%
COC(=O)c1ccc(-c2ncc[nH]2)cc1	1.1	i	-13%	-1%	-1%	6	8	-4%	1.2%	8%
CCN(CC)Cc1cc(CC(C(N)=O)C(N)=O)ccc1OC	1.1	i	0%	-5%	-4%	-12	1	-4%	-2.6%	0%
Cc1nonc1OC(C)CNCCNc1ccc([N+](=O)[O-])cc1 (stereo not given)	.	i	-7%	.	4%	.	.	9%	.	.
COc1ccccc1NS(=O)(=O)c1ccc(N2CCOCC2)c(NC(=O)c2ccco2)c1	1.1	i	3%	9%	-7%	18	-1	11%	-8.0%	12%
CC(C)(C)NC(=O)CN(Cc1cccs1)C(=O)CN1C(=O)C(=O)c2ccccc21	1.1	i	-5%	10%	4%	-1	0	6%	-13%	24%
CC(C)(C)n1nc2c(c1NC(=O)Cc1cccs1)CSC2	1.2	i	-7%	5%	15%	12	2	14%	-5.6%	8%
O=C(CCN1CCc2ccccc2C1)Nc1ccc(F)cc1	1.1	i	12%	-9%	3%	-10	8	-4%	-1.9%	-2%
Cc1ccccc1Nc1nc(=O)c2cc([N+](=O)[O-])ccc2s1	1.1	i	-1%	12%	0%	-5	0	0%	-3.6%	9%
COc1ccc(CNC(=O)c2c(F)c(F)c(F)c(F)c2F)cc1	1	i	-4%	4%	3%	-9	11	-2%	-12%	2%
Cc1ccc(P(C)(=O)c2ccc(C)cc2)cc1	1	i	-11%	4%	4%	-2	-2	0%	-3.8%	0%
O=C(N/N=C/c1ccc(Cl)c([N+](=O)[O-])c1)c1cc(-c2ccccc2)nc2ccccc12	1.1	i	-2%	-8%	0%	12	12	3%	1.3%	-15%
COc1ccc(N(C(=O)c2ccccc2OC(C)=O)C(C)C2CC2)cc1 (stereo not given)	1.1	i	1%	5%	8%	-1	-29	-12%	-5.2%	1%
COc1ccc(C(=O)NCC(=O)N/N=C/C(C)=C/c2ccco2)cc1OC	1	i	-5%	9%	3%	1	-6	28%	-1.4%	49%
NS(=O)(=O)c1ccc(NC(=O)COC(=O)Cc2ccc(Cl)cc2)cc1	.	i	-5%	.	1%	.	.	1%	.	.
CC(C)CCOc1ccc(C2(C)NC(=O)N(CN3CCOCC3)C2=O)cc1 (stereo not given)	1	i	-7%	1%	-2%	-15	-10	-6%	-4.8%	2%
Cc1ccc(C)c(N=Cc2ccc(-c3ccc([N+](=O)[O-])cc3)o2)c1	1.1	i	1%	13%	8%	3	-5	5%	-1.2%	11%
CCn1c(=O)cc(SCC(=O)Nc2cccc(SC)c2)c2ccccc21	1.2	i	1%	2%	-3%	0	4	3%	-9.5%	2%
COc1cc2ccccc2nn1	.	i	-12%	.	-1%	.	.	-3%	.	.
COC(=O)C1=C(C)NC(=O)NC1c1ccc(OCC(=O)N2CCCCC2)cc1 (stereo not given)	1	i	-7%	-11%	4%	-12	2	-10%	-3.3%	-5%
Cc1ccc(N(C(=O)c2sc(C)nc2C)C(C(=O)NC(C)(C)C)c2ccncc2)cc1 (stereo not given)	1.1	i	1%	-5%	3%	-8	7	-7%	-2.2%	-3%
Cc1c(N2C(=O)c3ccc(F)cc3C2=O)c(=O)n(-c2ccccc2)n1C	1	i	-1%	7%	7%	-8	-8	-14%	-35%	9%
Cc1nc2ccc(F)cc2cc1C(=O)NCc1ccco1	1.1	i	-3%	7%	2%	-7	-9	-9%	-1.9%	6%
O=C(CCCCO)CCCCCCCC[C@H]1N[C@H](CO)[C@H](O)[C@@H]1O[C@@H]1O[C@H](CO)[C@@H](O)[C@H](O)[C@H]1O	1.1	i	-4%	-2%	4%	5	-24	-3%	-7.0%	3%
COc1cc(/C=N\NC(=O)c2ccc(Cn3cc(Br)c([N+](=O)[O-])n3)o2)cc(OC)c1O	1.1	i	-3%	-11%	5%	3	22	1%	-9.0%	9%
O=C(COc1cnc2ccccc2n1)NCCC1=CCCCC1	1	i	-6%	-17%	5%	5	14	-7%	-3.3%	-8%
Cc1ccc(S(=O)(=O)Nc2ccc3c(c2)CCC3)cc1C	1.1	i	-1%	35%	-1%	34	16	-1%	-0.1%	31%
OC(CNC1CCCCC1)CNC1CCCCC1	1.1	i	-6%	-7%	13%	1	-4	1%	-2.0%	-2%
O=C(O)C1CCC(Cn2c(SCc3cc(=O)n4ccccc4n3)nc3ccsc3c2=O)CC1 (stereo not given)	1.1	i	-6%	4%	8%	8	-5	20%	-3.6%	17%
C1CN(CC23CC4CC(CC(C4)C2)C3)CCO1	1.1	i	-4%	-34%	11%	2	25	-3%	-4.7%	-32%
COc1ccc2nc(N3C(=O)/C(=C/c4ccccc4)NC3=S)sc2c1	1.8	i	7%	12%	0%	-2	-9	8%	-3.7%	12%
CC(=O)c1ccc(S(=O)(=O)N2CCCC2)cc1	1	i	0%	-3%	10%	-9	-21	-4%	-4.4%	-13%
Cn1c(=O)n(CCOc2ccc([N+](=O)[O-])cc2)c2ccccc21	.	i	4%	.	12%	.	.	10%	.	.
CCOC(=O)c1c(SC)[nH]c2c(Cl)cccc2c1=O	.	i	-3%	.	2%	.	.	-6%	.	.
COC(=O)CSCC(=O)Nc1cc2c(cc1C(C)=O)OCO2	1.1	i	-11%	-5%	4%	-11	-12	1%	1.6%	-5%
O=C1C(Cl)=C(NCC2CCCO2)C(=O)N1c1ccccc1 (stereo not given)	1	i	6%	0%	-1%	0	0	0%	-3.2%	3%
O=C(Cn1c(=O)c2c(ncn2Cc2ccccc2)n(Cc2ccccc2)c1=O)NC1CC1	0.9	i	-11%	-11%	-10%	-12	0	3%	-6.0%	-8%
CN(C)c1ccc(P(=O)(COc2ccc([N+](=O)[O-])cc2)c2ccc(N(C)C)cc2)cc1	.	i	2%	.	8%	.	.	2%	.	.
CC(C)(C#CCN1CCCCC1)OCCOC(c1ccccc1)c1ccccc1	1.1	i	-6%	-14%	-4%	20	4	-7%	-7.5%	-17%
COc1ccc2cc1Oc1ccc(cc1)CC1c3c(cc(OC)c4c3Oc3cc5c(cc3O4)CCNC5C2)CCN1C (stereo not given)	.	i	-6%	.	8%	.	.	7%	.	.
Cn1c(=O)c2c(nc(N/N=C3\CCCc4ccccc43)n2Cc2ccc(F)cc2)n(C)c1=O	2.2	i	6%	12%	-8%	6	-6	-3%	-5.0%	18%
Cc1cc(CC(C)C)n(-c2nc3ccccc3c(=O)n2OCC(N)=O)n1	1	i	-7%	-5%	3%	16	11	1%	-2.4%	10%
Cc1ccc2cc(CCNC(=O)C(C)(C)C)c(=O)[nH]c2c1	1	i	4%	4%	3%	10	1	2%	-4.2%	3%
O=C(c1ccc(F)cc1)c1c[nH]c(C(=O)NCc2cccnc2)c1	1.1	i	1%	2%	1%	7	14	6%	-13%	1%
O=C(Nc1ccc(F)cc1)Oc1ccc[nH]c1=O	.	i	-6%	.	-1%	.	.	2%	.	.
N#Cc1ccccc1NC(=O)COC(=O)CCc1ccc(S(=O)(=O)N2CCCCC2)cc1	1.1	i	-10%	3%	-1%	2	-1	-4%	-7.1%	2%
COc1cnc(-c2ccccn2)nc1Sc1ccccc1	1.1	i	3%	-10%	10%	59	70	-10%	-4.9%	7%
Cc1ccc(C)c(NC(=O)C2C3CCCC2C3c2ccccc2)c1 (stereo not given)	1.1	i	-8%	10%	0%	-3	-11	-16%	-8.4%	12%
CC(=O)c1ccc(OCCCN2CCCCC2)cc1	0.9	i	-7%	-1%	10%	-2	-1	-2%	-7.6%	-5%
O=C(NCCCc1ccccc1)c1cccs1	1.1	i	-6%	6%	0%	5	8	7%	-2.1%	2%
O=C(N/N=C/c1ccco1)C(O)c1ccccc1 (stereo not given)	.	i	-2%	.	0%	.	.	11%	.	.
Cc1ccc(OCC(=O)N/N=C/c2cn(C)c3ccccc23)cc1	.	i	2%	.	6%	.	.	10%	.	.
COc1ccccc1OC(C)C(=O)NNC(=S)NC1CCCC1 (stereo not given)	2.3	i	-10%	5%	-3%	-10	1	4%	-7.7%	4%
Cc1cc(C)cc(NC(=O)Nc2ccccc2N2CCCCC2)c1	.	i	11%	.	3%	.	.	1%	.	.
Cc1cccc2c1NC(=O)C21N2CCCC2C(C(=O)c2ccc3ccccc3c2)C12C(=O)Nc1ccccc12 (stereo not given)	.	i	2%	.	-1%	.	.	4%	.	.
CCOC(=O)C/C(C)=N\Nc1ccc([N+](=O)[O-])cc1[N+](=O)[O-]	1.1	i	-3%	4%	11%	9	7	4%	1.5%	11%
CCN=C1SC(CC(=O)Nc2ccc(C)cc2)C(=O)N1CC (stereo not given)	1.1	i	-10%	2%	-3%	-15	6	12%	-1.4%	2%
CCOC(=O)CSc1nc2ccccc2c(=O)n1-c1ccc(C(=O)NCCOC)cc1	1.1	i	-11%	-9%	1%	5	22	-6%	-4.6%	-10%
CC(=O)c1ccc(N2CCN(C(=O)COc3ccccc3F)CC2)c(F)c1	1	i	-2%	13%	3%	3	-15	10%	-1.8%	8%
CCN(CC)C(=O)c1[nH]cnc1C(=O)N[C@@H](C)C(=O)OCc1ccccc1	1.1	i	-3%	6%	5%	-16	0	5%	-3.1%	-1%

Reprinted from the results shown for reference:
SMILES	TNAP activators	Yfh1-off respiration	LYP inhibition	PMI inhibitors	P. falciparum M1AAP	WT yeast gro inh	WT yeast gro inh mutant strain	P. falciparum M17LAP	XIAP displacement	PMI inhibition
N#Cc1ccccc1NC(=O)COC(=O)CCc1ccc(S(=O)(=O)N2CCCCC2)cc1	1.1	i	-10%	3%	-1%	2	-1	-4%	-7.1%	2%
COc1cnc(-c2ccccn2)nc1Sc1ccccc1	1.1	i	3%	-10%	10%	59	70	-10%	-4.9%	7%
Cc1ccc(C)c(NC(=O)C2C3CCCC2C3c2ccccc2)c1 (stereo not given)	1.1	i	-8%	10%	0%	-3	-11	-16%	-8.4%	12%
CC(=O)c1ccc(OCCCN2CCCCC2)cc1	0.9	i	-7%	-1%	10%	-2	-1	-2%	-7.6%	-5%
O=C(NCCCc1ccccc1)c1cccs1	1.1	i	-6%	6%	0%	5	8	7%	-2.1%	2%

High-throughput results from PubChem.
